Screening data as filed in PubChem BioAssay.
PRMT1 FP inh: blocks human protein arginine methyltransferase 1. Q99873. recombinant PRMT1, activity-based probe fluorescence polarization. inhibition, % at 2.79 µM. 1.3% of 370,000 active;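 active = inhibition above about 21% made by adding two undisclosed values, limit read from the data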
HTRA1 inh: HTRA1 (human) protease inhibition. Q92743. recombinant HTRA1, FP-rhodamine activity-based probe, fluorescence polarization. inhibition, % at 5.96 µM. 0.5% of 340,000 active. AID 504803; in the data active = inhibition above about 36%;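 note: 0% = enzyme with DMSO and 100% = wells lacking enzyme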
Target sequence (Q92743 whole entry, looked up): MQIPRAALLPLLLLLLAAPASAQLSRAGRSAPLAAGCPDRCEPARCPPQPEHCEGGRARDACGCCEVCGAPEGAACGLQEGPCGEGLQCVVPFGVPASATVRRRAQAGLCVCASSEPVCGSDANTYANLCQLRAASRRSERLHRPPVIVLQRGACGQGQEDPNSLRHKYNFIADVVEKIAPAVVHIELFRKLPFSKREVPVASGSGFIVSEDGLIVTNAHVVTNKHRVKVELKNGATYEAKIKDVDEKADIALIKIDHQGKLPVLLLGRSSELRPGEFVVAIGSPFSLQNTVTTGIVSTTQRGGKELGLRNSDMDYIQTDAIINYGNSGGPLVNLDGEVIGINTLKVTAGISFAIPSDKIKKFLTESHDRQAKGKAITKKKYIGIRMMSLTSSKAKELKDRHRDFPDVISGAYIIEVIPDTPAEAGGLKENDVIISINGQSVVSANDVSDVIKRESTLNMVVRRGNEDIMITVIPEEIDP
SIAE inh: human SIAE inhibition, primary screen; Q9HAT2; SIAE FP-Rh probe binding, fluorescence polarization; inhibition, % at 9.66 µM; 0.69% of 370,000 active;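 active = inhibition above a cutoff: mean of compounds within the control limits plus 3 SD of those, cut at about 17% in these data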;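 note: 0% = plate median of compound wells and 100% = probe without SIAE protein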
Target sequence (Q9HAT2 whole entry, looked up): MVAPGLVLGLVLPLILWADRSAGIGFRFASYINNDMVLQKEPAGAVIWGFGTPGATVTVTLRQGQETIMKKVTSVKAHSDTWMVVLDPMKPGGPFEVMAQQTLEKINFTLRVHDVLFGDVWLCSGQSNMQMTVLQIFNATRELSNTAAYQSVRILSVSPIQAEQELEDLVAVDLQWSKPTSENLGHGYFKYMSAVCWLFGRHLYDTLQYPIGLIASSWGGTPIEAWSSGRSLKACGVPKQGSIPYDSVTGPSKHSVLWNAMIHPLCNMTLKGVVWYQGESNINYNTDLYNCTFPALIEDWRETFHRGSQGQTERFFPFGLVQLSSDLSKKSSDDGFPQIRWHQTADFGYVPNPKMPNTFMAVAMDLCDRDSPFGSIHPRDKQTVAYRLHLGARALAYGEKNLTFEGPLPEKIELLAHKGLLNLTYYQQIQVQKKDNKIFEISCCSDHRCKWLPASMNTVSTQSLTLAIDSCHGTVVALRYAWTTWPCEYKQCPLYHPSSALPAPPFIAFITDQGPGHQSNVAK
ABHD4 inh: inhibits mouse alpha/beta hydrolase domain 4; purified mABHD4, FP-Rh probe fluorescence polarization; inhibition, % at 8.92 µM; 0.54% of 370,000 active; AID 720543;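 active = inhibition exceeding the mean over every tested compound plus 3 SD, cut at about 30% in these data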;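 note: 0% = plate median of compound wells and 100% = S159A mutant with DMSO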
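Test system: mABHD4 protein | Buffer or medium: HEPES pH 7.0 buffer, 150 mM NaCl, 0.01% Pluronic F-127 | Probe or stimulus: FP-Rh fluorescent activity-based probe, added after compound pre-incubation | Timing: Pre-incubation 45 min, probe exposure 60 min, at 25 °C | Technique: Fluorescence polarization, excitation 525 nm, emission 598 nm, BODIPY TMR filters | Repeats: Single well per compound (singlicate)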
TCR-CD3 inh: blocks the human TCR-CD3 interaction | TAMRA-labeled TCR probe fluorescence, biochemical | inhibition, % at 9.4 µM | 0.37% of 360,000 active; in the data active = inhibition above about 19%;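 note: recombinant mutant TCR 2C K166C tagged with TAMRA read by polarization; 0% = receptor in buffer alone and 100% = receptor with positive control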
NR1D1 modulator: modulators of human Rev-erb alpha DNA binding | P20393 | Rev-erbα–FITC-DNA binding, fluorescence polarization, 90 min | activity, % at 10 µM | 0.79% of 370,000 active | AID 1259318;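 active = activity above about 14%, limit read from the data; passing the limit was not always enough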;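 note: 0% = DMSO wells with 35 nM protein and 100% = DMSO wells with 750 nM protein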
rCAG RNA binder: binds r(CAG) RNA repeats | r(CAG) RNA repeat, TO-PRO-1 dye displacement fluorescence | inhibition, % at 3 µM | 1.3% of 370,000 active | AID 651821;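 active = inhibition above the plate cutoff, the mean of all test compounds on that plate plus 3 SD, cut at about 35% in these data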;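 note: 0% = DMSO alone and 100% = 100 µM mitoxantrone as full dye displacement; higher means more dye released from RNA so lower well fluorescence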
PG9 Ab binder: binds the HIV-1 gp120 antibody PG9; 0.43% of 360,000 active; inhibition, % at 6.7 µM; TR-FRET gp120-PG9 antibody binding; in the data active = inhibition above about 8.5%
TDP2 absorb: TDP2 (human) inhibition, absorbance primary screen. O95551. recombinant TDP2, T5PNP hydrolysis, p-nitrophenol absorbance 415 nm. inhibition, % at 12.8 µM. 0.34% of 370,000 active;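 active = inhibition above the mean of all tested compounds plus 3 SD, set per campaign, cut at about 25% in these data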;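 note: 0% = DMSO with enzyme and 100% = buffer with substrate but no TDP2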
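System: recombinant human TDP2 / Amount: 120 nM TDP2 per well / Also added: 5 mM T5PNP chromogenic substrate / Doses: 12.8 µM single point, 1% DMSO / Incubation: 2 h at 37 °C / Detection: p-Nitrophenol epi absorbance / Evaluation: % inhibition relative to enzyme-containing and enzyme-free wells / Repeats: singlicate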
LEDGF integ inh: blocks HIV-1 LEDGF/p75-dependent DNA integration | TR-FRET IN-LEDGF/p75 DNA integration, Eu/Cy5 | inhibition, % at 3.7 µM | 0.64% of 370,000 active;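 active = inhibition above the screen-wide mean plus 3 SD, cut at about 13% in these data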;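 note: signal is the Cy5 over europium emission ratio at 671 and 618 nm; 0% = plate median of compound wells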
Starred values were filed as active, the others as inactive; . = not tested or not shown. Only part of the results is shown. The share of hits here may be higher or lower than overall.

SMILES	PRMT1 FP inh	HTRA1 inh	SIAE inh	ABHD4 inh	TCR-CD3 inh	NR1D1 modulator	rCAG RNA binder	PG9 Ab binder	TDP2 absorb	LEDGF integ inh
CCC(C)n1nccc1NC(=O)C(C)Cl (stereo unspecified)	2	2	-3	-1	4	-5	0	-1.3	-2	1
CN(C)c1cccc(C(=O)OCC(=O)NC2CCCC2)c1	-4	11	7	5	3	-3	-1	-0.5	26*	0
O=C(Oc1ccc2cccc(OC(=O)N3CCOCC3)c2c1)N1CCOCC1	-4	-7	1	-5	2	4	-9	0.0	8	-1
CCCCNC(=O)Nc1nc2ccccc2s1	5	0	-9	8	-11	-7	1	1.3	5	-3
COc1ccc2[nH]cc(C(=O)NCCc3ccccc3)c(=O)c2c1	-5	-6	-3	-7	4	-4	-1	-2.1	5	2
CCn1c(SCC(=O)Nc2cc(C)on2)nnc1-c1ccc(C)cc1	-1	6	-5	3	-1	-1	0	0.0	8	-5
CC(=O)c1ccc(NC(=O)CSc2nc(=O)n3cccc(C)c3n2)cc1	-2	5	0	-5	-1	-1	2	-0.6	-6	6
COc1ccccc1NC(=O)CSc1ncn[nH]1	-1	0	-2	-10	5	1	3	1.0	3	1
Cc1nc2ccc([N+](=O)[O-])cc2nc1C	2	0	5	-1	-3	-9	-4	-2.1	-5	-2
O=C(c1ccco1)N1CCN=C1SCc1ccccc1Cl	2	-8	-1	-3	6	-4	-1	-0.6	9	-2
COc1ccc(-c2noc3c2-c2nc(-c4ccc(C)cc4)sc2CC3)cc1	-1	-5	-10	6	0	1	4	-1.0	-1	1
Nc1nc(N)c(N=Nc2ccc(S(N)(=O)=O)cc2)c(=O)[nH]1	-6	7	4	-4	3	-3	2	-1.9	-14	3
Cc1ccc(S(=O)(=O)N2CCC(C(=O)N3CCC(C(=O)NCc4cccnc4)CC3)CC2)cc1	-4	0	1	-3	-7	-2	-2	1.1	-6	1
C=CCc1c(C)nc(-c2ccccc2)nc1Nc1ccccc1O	-2	5	2	-20	4	-7	7	-1.5	-8	-3
O=C(NCc1ccco1)c1cccs1	3	4	-2	2	5	0	2	-1.1	3	0

Ordered by number of heavy atoms (rising): part of the list above.
SMILES	PRMT1 FP inh	HTRA1 inh	SIAE inh	ABHD4 inh	TCR-CD3 inh	NR1D1 modulator	rCAG RNA binder	PG9 Ab binder	TDP2 absorb	LEDGF integ inh
CN(C)c1cccc(C(=O)OCC(=O)NC2CCCC2)c1	-4	11	7	5	3	-3	-1	-0.5	26*	0
COc1ccc2[nH]cc(C(=O)NCCc3ccccc3)c(=O)c2c1	-5	-6	-3	-7	4	-4	-1	-2.1	5	2
O=C(Oc1ccc2cccc(OC(=O)N3CCOCC3)c2c1)N1CCOCC1	-4	-7	1	-5	2	4	-9	0.0	8	-1

Following part
SMILES	PRMT1 FP inh	HTRA1 inh	SIAE inh	ABHD4 inh	TCR-CD3 inh	NR1D1 modulator	rCAG RNA binder	PG9 Ab binder	TDP2 absorb	LEDGF integ inh
CCCCN1C(=O)C(NC(C)=O)c2ccccc21 (stereo unspecified)	1	-4	1	2	-5	-1	2	0.1	2	8
COc1ccc(S(=O)(=O)Nc2c(F)cccc2F)cc1	-8	-3	-6	-6	-1	5	-2	-5.2	-17	4
O=C(/C=C/c1ccc(F)cc1)Nc1cccc(S(=O)(=O)N2CCOCC2)c1	-3	-22	-28	-13	0	-5	8	-2.5	6	-3
COc1cccc(N2CCN(C(=S)Nc3cccc(C)c3)CC2)c1	2	-5	-1	2	-5	2	-3	0.6	-2	-4
O=c1nc2c(O)cccn2c2c1c(=O)[nH]c1ccccc12	34*	17	3	0	54*	-28	40*	-3.9	-21	13
CN(C)S(=O)(=O)N1CCC(Oc2cccc(C(=O)NC3CCCCC3)c2)CC1	3	7	7	3	0	4	-7	0.4	-7	-2
COc1ccc(C)cc1NC(=O)CN(Cc1nnc(-c2ccc(Cl)cc2)o1)C1CCCC1	5	-75	-10	3	2	3	8	-0.5	-2	-1
Nn1cc(-c2ccccc2)nc1SCC(=O)Nc1ccc(S(N)(=O)=O)cc1	23*	-9	-1	-3	3	2	11	0.5	-4	1
Cc1cc(NC(=O)COC(=O)C2CC(=O)N(c3ccccc3Cl)C2)no1 (stereo unspecified)	1	0	2	2	-1	0	3	0.3	-9	0
COc1cccc(C(=O)Nc2cc(NC(=O)c3cccs3)ccc2C)c1OC	2	-25	-8	-5	-2	1	3	4.1	-6	-5
Oc1ccccc1-c1nc2ccccc2nc1-c1ccccc1	-1	-7	-1	-3	-1	-8	3	1.7	2	-1
COc1ccccc1CCn1cnc(-c2ccc(Br)cc2)c1CC(C)C	6	.	-1	-1	6	11	0	-0.8	2	1
CN(C)CCCN(C(=O)CCc1ccccc1)c1nc2c(F)cccc2s1	0	0	-1	7	2	-2	2	-1.8	-14	2
CC(C)(C)c1ccc(COn2c(=O)c(-c3ccco3)[n+]([O-])c3ccccc32)cc1	1	3	-10	9	-4	0	8	0.3	-1	-3
CC(=O)N1c2ccc(S(=O)(=O)CCC(=O)O)cc2CC1C (stereo unspecified)	0	1	6	-2	-2	3	0	-3.7	-8	2
O=C(Nc1ccc(C(O)(C(F)(F)F)C(F)(F)F)cc1)c1ccccc1C(F)(F)F	3	.	-6	-34	.	-5	.	.	1	-2
S=c1[nH]nc(-c2ccco2)n1/N=C/c1ccc(Cl)cc1	25*	5	10	5	0	-1	10	-1.5	11	-2
CCOc1ccccc1N(CC(=O)N/N=C/c1cc(Br)ccc1OC)S(C)(=O)=O	0	-23	15	-25	2	-2	4	-0.8	-2	1
O=c1nc2ccccc2c(NS(=O)(=O)c2ccc(Cl)cc2)n1-c1ccccc1	-1	1	9	-5	7	2	-1	3.6	6	-2
O=c1c2sccc2nc(SCc2cc(=O)n3ccccc3n2)n1Cc1ccccn1	27*	.	-4	-2	-6	-1	-1	-0.2	-8	8
COc1ccccc1NC(=O)c1cc2ccccc2nc1C	0	1	6	0	1	-1	-5	-2.2	6	-2
N#C/C(=C(/O)CN1CCCC1)c1nc(-c2ccccc2)cs1	3	4	4	6	-6	6	6	-0.1	1	-7
CCN/C=C(\C#N)S(=O)(=O)c1ccc(Br)cc1	-5	1	-1	0	-10	1	0	2.9	9	1
Cc1ccc(NC(=O)c2c(C)noc2C)cc1	2	1	-2	-7	-2	-1	-1	-1.1	-2	-2
O=C1CC/C=C\C[C@@H](CC(=O)N(CCO)Cc2ccccc2)C(=O)N2CCC[C@H]2CO1	3	2	2	5	-5	-2	-5	0.8	4	0
CC(C)n1c(SCC(=O)N2CCCCC2)nc2c1c(=O)n(C)c(=O)n2C	-2	-6	7	-3	4	-3	-6	-2.4	17	0
CCc1ccc(OCc2ccc(C(=O)OC)o2)cc1	3	-1	-3	-11	-6	4	-2	1.8	-20	-2
CCOC(=O)N1CCC(N(CCCOC)C(=O)Nc2ccc(CC)cc2)CC1	-5	-1	-4	0	1	-4	-12	0.9	4	-1
CC(C)NC(=O)C1C(c2ccc(C(F)(F)F)cc2)=Nc2ccccc2N1C(=O)c1ccccc1 (stereo unspecified)	-3	.	-7	-18	-12	-5	5	-1.2	-23	5
CCCC(=O)c1ccc(N2CCCCC2)c(F)c1	-2	-16	3	-3	11	-4	-1	-0.9	1	2
COc1cccc(-n2c(Cc3cc(=O)[nH]c(=O)[nH]3)nnc2SCC(=O)NC2CCCCC2)c1	2	0	8	-2	-6	6	2	-0.9	2	0
Nc1ccc(S(=O)(=O)Nc2ccc(C(=O)c3ccccc3)cc2)cc1	1	-13	-4	-4	-7	4	6	2.0	0	1
NC(=O)CC(NC(=O)Cc1ccc(Br)cc1)c1ccc(NCc2ccc(F)cc2)c([N+](=O)[O-])c1 (stereo unspecified)	1	-3	0	4	-1	5	2	-0.8	9	-2
Cc1cc(NC(=O)c2cc(-c3ccc(O)cc3)on2)no1	2	-12	0	-2	1	-1	0	0.8	11	4
Oc1ccccc1-c1nc(N2CCCC2)c2ccccc2n1	-3	5	2	1	8	134*	2	-2.0	-9	-2
CCOC(=O)c1ccc(NC(=O)c2cc(S(=O)(=O)N3CCOCC3)cn2C)cc1	-3	-3	-5	1	7	4	2	-2.0	9	2
Fc1cccc(CNc2ncnc3cc(Cl)ccc23)c1F	-2	-21	7	-5	1	6	0	-1.3	-4	4
O=C(Nc1cc(S(=O)(=O)Nc2ccccc2Cl)ccc1O)c1ccc(F)cc1F	-1	1	-1	-5	2	3	25	2.2	0	-4
Cn1cc(S(=O)(=O)Oc2ccccc2)c(=O)n(C)c1=O	2	0	-2	3	3	-5	-2	2.9	1	-6
CCn1cc(CN2CCC(C(=O)Nc3cccc(-c4cccc(OC)c4)c3)CC2)c(C)n1	-2	4	7	6	-4	1	-8	-1.4	-1	-1
COc1ccc(N(CC(=O)N2CCN(c3ccccc3F)CC2)S(=O)(=O)c2c(C)n[nH]c2C)cc1	0	-3	10	-1	-4	1	-2	0.9	5	-5
Cc1ccc(C(=O)N/C(=C\c2cccnc2)C(=O)N2CCCC2)cc1	-4	3	7	-1	-4	8	1	-1.8	-11	1
Nc1c(C2=NCCO2)nnn1Cc1ccccc1	-2	1	2	-1	6	0	2	-1.2	5	1
CC(=O)c1cccc(NC(=S)NNC(=O)c2ccc(C)c([N+](=O)[O-])c2)c1	-3	-17	1	10	-3	-1	41*	-1.0	2	0
CCCCCCCCNc1nc(Cl)nc(NCCN2CCOCC2)n1	-2	-3	6	3	1	4	-4	-1.3	-4	-2
OCC[C@H]1C[C@@H](O)[C@H](O)[C@@]2(OCc3ccccc32)O1	-1	1	-5	4	-1	4	3	-3.0	4	-1
CCOC(=O)c1sc(NC(=O)c2ccccc2OC)nc1C	3	8	-6	1	-1	40*	0	-0.7	5	3
O=C(NCCCN1CCCC1=O)c1cccc(NS(=O)(=O)c2ccccc2)c1	-2	1	4	-6	2	-1	0	-4.3	8	4
CC(=O)Nc1cc(C(=O)O)ccc1S(=O)(=O)c1ccc(Cl)cc1	2	7	-1	3	5	-4	5	0.1	6	-3
COc1ccc(CNCc2cc(C)c(OC)cc2C)c(OC)c1	-3	4	17	9	-2	-3	7	0.5	1	-1
CN(CC(=O)Nc1cccc(F)c1)C(=O)C1CC(=O)N(Cc2ccco2)C1 (stereo unspecified)	-6	1	-1	2	8	3	0	-1.8	-5	-1
COCCNC(=O)c1cc(S(=O)(=O)N2CCC3(CC2)OCCO3)ccc1F	-6	2	-4	-3	1	-4	2	-0.2	-15	6
CCn1cc(C(C)NC(=O)COc2ccc(Cl)cc2C)c(C)n1 (stereo unspecified)	-2	2	0	-6	10	0	-4	-0.7	-1	-2
O=C(COc1ccc(Cl)cc1Cl)OCn1nnc2ccccc2c1=O	4	0	2	-17	2	-1	0	-0.3	8	3
CCC(=O)c1ccc(OCC(=O)OC(C)C(=O)NCc2ccc3c(c2)OCO3)cc1 (stereo unspecified)	-3	-4	-4	3	4	2	-5	0.1	-6	2
CCCNC(=S)N1CCN(Cc2ccc3c(c2)OCO3)CC1	5	-2	1	3	-2	1	-4	1.0	-7	-2
